CAL PDZ FP-1: untagged CAL PDZ binding inhibitors, primary screen, biochemical, fluorescence polarization, HTS. 300,000 tested, 0.92% active. inhibition, % at 24.9 µM. AID 602252, 2012. purified CAL PDZ, TMR-peptide fluorescence polarization, 1 h;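 active = mean inhibition of at least 30% with at least half of replicates also reaching 30%; inconclusive = no clear call, values can overlap the other calls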;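 note: 0% = DMSO neutral control and 100% = excess unlabeled competitor peptide PRC23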
Tat export inh: E. coli Tat export inhibitors, primary screen, MC4100, TorA-mCherry reporter, fluorescence, single point; inhibition, % at 10 µM; 340,000 tested, 0.036% active; AID 488895, 2010;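 active = mean replicate inhibition at least 50% and at least half of replicates individually reaching 50%; inconclusive = only one of the two criteria met; inactive = neither criterion met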;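 note: exported cargo escapes ClpAP degradation while cytoplasmic cargo is degraded and loses fluorescence; 0% = median of neutral control wells and 100% = median of NaSCN control wells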
Rtt109 HAT inh: inhibitors of C. albicans Rtt109/Vps75 HAT, primary screen, biochemical, ThioGlo CoA-SH fluorescence, plate reader. 330,000 tested, 0.16% active. purified Rtt109/Vps75, 4 h. inhibition, % at 34.9 µM. Histone acetyltransferase RTT109 (Candida albicans (strain SC5314 / ATCC MYA-2876)), …. AID 540336, 2011;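 active = inhibition of at least 50% in every replicate; inconclusive = best replicate reaches 50% inhibition but some replicates fall short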
Target sequence (Q5AAJ8 whole entry, looked up): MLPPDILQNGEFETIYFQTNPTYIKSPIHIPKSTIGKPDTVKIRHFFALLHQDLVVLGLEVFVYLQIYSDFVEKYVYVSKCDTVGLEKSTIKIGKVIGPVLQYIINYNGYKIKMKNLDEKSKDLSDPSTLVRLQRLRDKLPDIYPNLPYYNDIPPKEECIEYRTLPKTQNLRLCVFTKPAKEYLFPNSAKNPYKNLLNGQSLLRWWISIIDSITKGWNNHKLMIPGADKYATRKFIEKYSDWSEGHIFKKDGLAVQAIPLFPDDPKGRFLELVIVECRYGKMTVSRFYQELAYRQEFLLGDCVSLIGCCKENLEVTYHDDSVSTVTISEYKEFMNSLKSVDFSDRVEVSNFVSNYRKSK
CDK5 p35 inh: inhibitors of human CDK5/p35 kinase, primary screen, biochemical, single concentration; 330,000 tested, 0.01% active; Cyclin-dependent kinase 5 (Homo sapiens) + Cyclin-dependent kinase 5 activator 1 (Homo …; inhibition, % at 10 µM; Recombinant CDK5/p35, ADP-Glo luminescence, 60 min; AID 488839, 2010;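 active = highest replicate inhibition of at least 50% and at least 75% of replicates reaching 50%; inconclusive = only one of the two criteria met; inactive = both criteria failed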;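 note: plate controls were DMSO neutral control for no effect and GW8510 at 10 µM for full effect; many of its hits are not listed in these tables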
V-ATPase pH: regulators of yeast V-ATPase proton pumping, primary screen, pHLuorin cytosolic pH fluorescence; S. cerevisiae; response, % at 10 µM; 350,000 tested, 0.37% active; in the data active = response mostly above about 7.3%, no sharp cut-off; inactive = mostly below about 5.4%; note: actives read high; inactives centre near 0; some compounds called inactive have numbers as strong as hits; reference of the scale not given here
Wnt act: Wnt/beta-catenin pathway activators, primary screen, cell-based, plate reader, single point; Wnt/beta-catenin reporter cell assay, activator; activation, % at 9.35 µM; 300,000 tested, 1.2% active; in the data active = activation above about 30%, passing the limit was not always enough; inconclusive = no clear call, values can overlap the other calls;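 note: 0% = neutral control wells and 100% = positive control wells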
RTF Ca sens act: cardiac RTF calcium sensitivity activators, primary screen, biochemical, IANBD-TnC fluorescence, EC20 calcium | IANBD-labeled TnC RTF fluorescence at EC20 calcium; 0% EC20 calcium, 100% full calcium | Troponin I, cardiac muscle (Homo sapiens) + Troponin T, cardiac muscle (Homo sapiens) + … | AID 493008, 2010 | 340,000 tested, 0.24% active | activation, % at 7.2 µM;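 active = activation above the mean over all tested compounds plus 3 SD, cut at about 30% in these data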;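 note: rise in fluorescence read as greater calcium sensitivity of cardiac thin filaments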
dFosB act: activators of delta FosB homodimer, primary screen, biochemical, fluorescence polarization, TAMRA-CDK5 oligo, single point. AID 493131, 2011. purified delta FosB; percent of positive-control signal above neutral wells. activation, % at 25 µM. 340,000 tested, 0.99% active;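 active = mean activation above about 17%, with every replicate also reaching it, limit read from the data, passing the limit was not always enough; inconclusive = only one of the two conditions met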;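 note: fluorescence polarization rise as delta FosB binds a TAMRA Cdk5 AP-1 oligo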
Target sequence (P13346 whole entry, looked up): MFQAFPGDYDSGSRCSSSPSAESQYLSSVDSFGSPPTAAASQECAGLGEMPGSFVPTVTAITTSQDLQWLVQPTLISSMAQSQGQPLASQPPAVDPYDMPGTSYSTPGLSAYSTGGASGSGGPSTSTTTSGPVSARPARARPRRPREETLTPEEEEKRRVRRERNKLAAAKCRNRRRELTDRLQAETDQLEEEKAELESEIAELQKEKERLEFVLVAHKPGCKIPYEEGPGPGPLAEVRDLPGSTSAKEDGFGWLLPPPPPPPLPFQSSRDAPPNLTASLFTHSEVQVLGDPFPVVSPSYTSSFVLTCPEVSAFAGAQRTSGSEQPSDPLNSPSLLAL
CAL PDZ FP-2: CAL PDZ peptide-binding inhibitors, primary screen, biochemical, fluorescence polarization, Cer-tagged CAL PDZ, HTS; purified CAL PDZ, TMR-peptide fluorescence polarization, 1 h; inhibition, % at 20 µM; 330,000 tested, 0.02% active; AID 504414, 2011;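 active = highest replicate inhibition of at least 40%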;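 note: plate controls were DMSO neutral control wells for no effect and unlabeled competitor peptide control wells for full effect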
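Material: tagged CAL PDZ domain; buffer or medium: 25 mM sodium phosphate pH 7.4, 150 mM NaCl, TCEP, IgG, Thesit; compound dosing: single point, 20 µM; schedule: 1 h incubation at room temperature before polarization reading; measured by: FP readout, S and P plane fluorescence; read-out basis: percent inhibition from loss of millipolarization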
MITF TRPM1 HTS: activators of MITF-driven TRPM1 promoter reporter, primary screen, cell-based, SK-MEL-5, luciferase, single point. AID 588334, 2011. activation, % at 12.5 µM. 300,000 tested, 0.75% active. SK-MEL-5 TRPM1-promoter luciferase, 24 h; % of positive control, neutral wells = 0;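 active = mean activation of at least 80% with every replicate also reaching 80%; inconclusive = mean reaches 80% but some replicate falls short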;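 note: 0% = neutral control wells and 100% = parthenolide positive control wells; values of inactives mirror those of a sister screen read the other way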
* hit, by the source's call; ? = inconclusive; . = not tested or not shown. Compounds were not picked by outcome (roughly 4.1% active in at least one column).

SMILES	CAL PDZ FP-1	Tat export inh	Rtt109 HAT inh	CDK5 p35 inh	V-ATPase pH	Wnt act	RTF Ca sens act	dFosB act	CAL PDZ FP-2	MITF TRPM1 HTS
Cc1cc(C)cc(N(CC(=O)NCCSCc2ccco2)S(C)(=O)=O)c1	-2	18	4	4.6	1	0	0	-8	0.7	8
COc1cc(/C=N/NC(=O)CCC(=O)Nc2ccc(Br)cc2)ccc1O	-3	-2	-4	0.0	-1	16	3	4	-1.0	-9
CCc1cc(C(=O)N=Nc2c(O)[nH]c3c(Br)cc(Br)cc23)c2ccccc2n1	-1	-1	6	0.2	0	-8	3	-19	-2.6	-9
CCCCCn1c(CN2CCN(C(=O)OCC)CC2)nc2c1c(=O)n(C)c(=O)n2C	0	-2	3	1.4	-3	1	-3	-2	-2.7	-10
Nc1ccc(CSc2ccc(Cl)cc2)c(Cl)c1	-1	18	-5	-0.9	5	57*	4	-4	-0.5	135*
Cc1cc(C)c2c(N)c(C(=O)c3ccc(Cl)c(Cl)c3)sc2n1	.	3	-17	-5.6	-2	0	4	37*	-0.3	5
O=C(NCCN1CCOCC1)C1CCN(c2ncnc3c2sc2cccc(F)c23)CC1	.	-1	3	0.1	1	1	4	-9	-2.1	-7
O=C(Cc1cccc(NC(=O)C2CCN(C(=O)C3CCCC3)CC2)c1)Nc1cccc(C(=O)N2CCCCC2)c1	7	6	2	-2.2	1	-1	-5	-7	-0.2	-6
O=C(CCS(=O)(=O)Cc1ccccc1)Nc1ncc([N+](=O)[O-])s1	-3	-11	-9	1.5	-6	19	-4	-5	-1.8	45
O=C(NN1C(=O)C2C3C=CC(C3)C2C1=O)c1ccco1 (configuration not stated)	-4	-4	2	0.8	-3	.	-4	0	-1.3	-4
COc1ccccc1CN1CCCCCC1	5	5	11	0.1	-4	-1	-6	-8	-0.6	6
COc1ccc(CCC(=O)Nc2ccc(C)c(S(=O)(=O)N(C)C)c2)cc1OC	-1	8	-3	0.6	0	.	2	-8	-2.6	-9
Fc1ccc(NC(=S)N2CCN(c3ccccn3)CC2)cc1Cl	.	3	-8	-1.3	-1	5	-3	6	-0.1	.
CCOc1ccccc1-n1c(SCC(N)=O)nc2ccccc2c1=O	-3	-13	7	2.6	-2	.	-9	1	.	1
Cn1c(SCC(=O)NNC(=O)Cc2ccccc2)nnc1-c1ccccc1	1	-6	3	-0.7	-1	.	-4	-4	-0.5	3
O=C(NC12CC3CC(CC(C3)C1)C2)N1CCC(n2nnc3ccccc32)CC1	-1	0	2	-0.2	-3	-5	9	2	-4.0	4
Cc1cc(S(=O)(=O)Nc2nc(CN3CCOCC3)nc3sc4c(c23)CCC4)ccc1F	.	13	5	-11	5	-4	6	-12	-0.5	-7
COCCN(C(=O)CCC(=O)Nc1ccccn1)C(C(=O)NC(C)C)c1ccc(C)cc1 (configuration not stated)	1	-4	14	-1.5	-1	-1	-9	-12	-2.1	7
O=C(CCCSc1nnc(-c2cccs2)n1CC1CCCO1)c1ccccc1 (configuration not stated)	-3	9	-4	0.7	3	-6	13	-15	.	.
Cc1cccc(C)c1NC(=O)CC1SC2=NCCN2C1=O (configuration not stated)	-2	-2	-10	1.0	2	-3	-5	-4	.	-5
CC1CCCN(c2ccc([N+](=O)[O-])s2)C1 (configuration not stated)	0	-1	-4	1.6	-1	2	-2	2	-2.1	4
CCCn1c(=O)[nH]c(=O)c2c1nc(-c1ccc(OC(F)(F)C(F)C(F)(F)F)cc1)n2CCOC (configuration not stated)	0	-5	-14	0.3	.	.	1	-2	-0.6	10
Cc1c(C=O)c2ccccc2n1CC(=O)NC(C)c1ccccc1 (configuration not stated)	2	-11	-1	-1.6	-3	-8	0	1	0.2	-5
COc1ccc(C2C(=O)N(C3CCCCC3)CC(=O)N2CCc2ccccc2)cc1OC (configuration not stated)	17	-1	5	-1.1	-3	.	3	-3	0.5	-3
COc1ccc(CN(CC(=O)NCc2ccccc2)C(=O)CCC(=O)Nc2ccccn2)cc1	-3	-4	6	-0.1	-2	0	1	-2	-2.0	6
COc1ccc(C2=C(N)c3ccccc3C2=O)cc1	-5	-6	.	7.4	5	.	2	-10	-3.7	64
COCCn1c(=O)[nH]c2cc(C(=O)NC3CCCCCC3)ccc2c1=O	.	-1	-11	0.9	-1	-3	-5	0	-0.7	.
C=CCNC(=O)C(=O)c1c(-c2ccccc2)[nH]c2ccccc12	2	-2	3	0.6	0	-1	-2	-4	-0.2	-5
CC1Sc2ccc(C(=O)Nc3ccccc3OC(F)F)cc2NC1=O (configuration not stated)	-2	-2	0	-0.2	-2	35*	4	-4	-3.9	62
O=C(CSc1nnc(Cn2c(=O)sc3ccccc32)n1CCc1ccccc1)N1CCCC1	.	7	4	0.4	-1	2	1	-10	-0.4	.
Cc1cccc(-c2nnc(SCC#N)n2C)c1	-2	3	9	-1.9	-2	-8	-5	2	-1.3	-5
COc1cccc(NC(=S)NNC(=O)C(C)n2nc(C)c([N+](=O)[O-])c2C)c1 (configuration not stated)	-1	-4	-13	-0.3	-1	.	1	7	-0.4	1
COc1ccc(CSc2nc(N3CCOCC3)c3c(c2C#N)CC(C)(C)OC3)cc1	1	4	-5	-0.5	3	.	1	-7	-2.3	22
COc1ccc(CCC(=O)NCCOc2ccc(Cl)cc2)cc1	-3	10	0	-0.4	1	2	7	-5	1.0	7
C/C(CCc1ccc2c(c1)OCO2)=N\N=C(/N)SC1CC(=O)N(c2ccccc2F)C1=O (configuration not stated)	-2	12	-1	1.5	0	-3	4	-8	0.4	-6
CCOc1cc(/C=C\c2nc(O)c([N+](=O)[O-])c(=O)[nH]2)ccc1OC(C)C	3	-12	16	-0.3	-4	1	12	0	0.6	-4
CCC1(c2ccc(F)cc2)NC(=O)N(CC(=O)Nc2ccc(-c3nc4ccc(C)cc4s3)cc2)C1=O (configuration not stated)	.	3	-6	-0.2	-7	-2	-2	11	-1.2	10
COc1ccc(C(=O)N2CCN(Cc3ccc4c(c3)OCO4)CC2)cc1OC	2	2	-1	-0.7	-4	0	-4	11	0.1	.
CCOC(=O)CC1C(=O)NCCN1C(=O)c1ccc(F)cc1F (configuration not stated)	-2	0	-7	1.3	-1	.	1	-3	-0.7	0
Cc1[nH]c2ccccc2c1C(=O)CSC(=S)N1CCCCC1	.	7	-2	0.7	2	21	-4	-8	-1.9	77

Three of the entries above in order of the Tat export inh value, smallest number first.
SMILES	CAL PDZ FP-1	Tat export inh	Rtt109 HAT inh	CDK5 p35 inh	V-ATPase pH	Wnt act	RTF Ca sens act	dFosB act	CAL PDZ FP-2	MITF TRPM1 HTS
C=CCNC(=O)C(=O)c1c(-c2ccccc2)[nH]c2ccccc12	2	-2	3	0.6	0	-1	-2	-4	-0.2	-5
COc1ccc(C(=O)N2CCN(Cc3ccc4c(c3)OCO4)CC2)cc1OC	2	2	-1	-0.7	-4	0	-4	11	0.1	.
COc1ccc(CSc2nc(N3CCOCC3)c3c(c2C#N)CC(C)(C)OC3)cc1	1	4	-5	-0.5	3	.	1	-7	-2.3	22

Next part:
SMILES	CAL PDZ FP-1	Tat export inh	Rtt109 HAT inh	CDK5 p35 inh	V-ATPase pH	Wnt act	RTF Ca sens act	dFosB act	CAL PDZ FP-2	MITF TRPM1 HTS
NC(=O)c1ccc(-n2nnnc2Oc2ccc(Br)cc2)cc1	3	-10	-2	-1.0	-3	0	1	-1	-0.3	13
COc1ccccc1NC(=O)N1CCCC1C(=O)NCc1ccccc1F (configuration not stated)	-5	-6	5	-1.1	-1	-2	-3	4	0.9	-31
CCCn1c(=O)c2c(nc3n2CC(C)CN3Cc2ccccc2)n(C)c1=O (configuration not stated)	-1	-1	-14	-2.0	7	-1	1	-3	-1.6	-14
O=C(Nc1ccccc1)Nc1cccc2ccccc12	4	0	-7	-0.2	2	18	6	10	-0.8	20
CC1CCCC(C)N1CCCNC(=O)c1nn(C)c2c1CSc1ccccc1-2 (configuration not stated)	.	-1	-17	0.2	-5	-1	0	-5	0.3	37
Cc1ccc2nc(-c3ccncc3)cc(C(=O)Nc3ccc4c(c3)OCCO4)c2c1	-2	-2	5	0.3	0	-2	0	-5	-2.9	-25
Cc1cccc(NC(=O)[C@H](Cc2ccccc2)NC(=O)OCc2ccccc2)c1	1	?	-5	-3.6	-4	.	3	2	0.7	-5
COc1ccc(S(=O)(=O)N(CC(=O)NCCSc2ccccn2)c2ccccc2)cc1	-4	3	-1	-0.4	-1	-4	-7	-1	-0.2	-5
CCCCC(=O)Nc1ccc(NC(=O)c2cccs2)cn1	-2	-8	-6	0.2	1	.	1	4	-2.1	9
O=c1cc(CO)oc(CN2CCN(Cc3ccccc3)CC2)c1O	6	0	-2	0.9	-3	.	6	3	-2.2	4
O=C(COC(=O)c1nsc(Cl)c1Cl)NC1CCCC1	-1	-2	1	2.2	4	3	-1	-4	-1.9	3
COc1ccc(NC(=O)c2oc3ccc(S(=O)(=O)N4CCOCC4)cc3c2C)cc1	-6	-8	.	-0.9	3	-1	-5	-14	-0.6	-15
C/C(O)=c1/cnc2nc3ccccc3n2c1=O	-3	-5	.	0.1	1	-2	7	-7	-1.7	11
C=C(C)CSc1nnc(CCCCCNC(=O)OC(C)(C)C)o1	-4	2	-2	-0.9	7	-3	7	-5	-0.2	0
CC(C)Cc1ccc(/C=C/C(=O)N2CCOCC2)cc1	0	-1	-3	-0.3	0	17	1	-2	-1.4	103*
C/C(=N\NC(=O)CCCOc1ccc(Cl)cc1C)c1ccc(C)o1	-5	0	5	0.9	2	1	-14	-10	0.3	-11
O=C(NCC1CCCO1)c1ccc2c(c1)N(Cc1ccccc1)C(=O)CS2 (configuration not stated)	-3	-12	-1	.	0	-3	-1	-4	-2.9	-4
COCCn1c(SCC(=O)Nc2ccc(C(N)=O)cc2)nc2c([nH]c3ccccc32)c1=O	0	2	32	-0.2	-5	-2	-1	3	-3.2	-14
CCOC(=O)C1CCN(C(=O)C2CCN(S(=O)(=O)c3ccc4ccccc4c3)CC2)CC1	-2	-3	-10	-1.2	-5	-2	-3	-13	-3.5	9
CCOC(=O)C1CCN(S(=O)(=O)c2cccc(-c3cn4ccccc4n3)c2)CC1	-8	5	-2	2.6	-2	.	-9	-5	.	7
COc1ccc(S(=O)(=O)N2CCCCC2)cc1NC(=O)Cc1ccc(Br)cc1	.	2	5	0.2	-3	-2	-6	3	0.3	-5

Source: PubChem
